Assay outcomes: PubChem BioAssay, several laboratories
GSK3 alpha inh – inhibitors of human GSK-3 alpha kinase; P49840; ADP-Glo luminescence, 60 min; inhibition, % at 10 µM; actives 0.1% (n = 320,000);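 in the data active = inhibition above about 50%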;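 note: GST-tagged GSK-3 alpha with peptide substrate and 25 µM ATP; 0% = DMSO neutral wells and 100% = GW8510 positive control wells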
Target sequence (P49840 whole entry, looked up): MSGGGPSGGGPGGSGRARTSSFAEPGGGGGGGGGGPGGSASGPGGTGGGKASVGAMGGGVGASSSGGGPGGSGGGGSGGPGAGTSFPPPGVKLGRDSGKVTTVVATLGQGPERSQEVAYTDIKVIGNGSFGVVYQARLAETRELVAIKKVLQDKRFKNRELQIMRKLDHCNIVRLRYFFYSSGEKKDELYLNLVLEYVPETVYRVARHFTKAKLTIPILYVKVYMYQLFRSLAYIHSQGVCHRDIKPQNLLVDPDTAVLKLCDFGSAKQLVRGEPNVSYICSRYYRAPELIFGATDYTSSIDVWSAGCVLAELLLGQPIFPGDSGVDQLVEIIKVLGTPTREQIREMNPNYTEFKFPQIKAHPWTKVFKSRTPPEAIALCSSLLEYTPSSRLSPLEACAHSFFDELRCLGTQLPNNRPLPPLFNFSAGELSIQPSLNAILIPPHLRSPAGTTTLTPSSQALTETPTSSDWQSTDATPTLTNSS
GSK3B inh – inhibitors of human GSK3beta kinase. P49841. GST-GSK3beta kinase, ADP-Glo luminescence, 60 min; hits give low values. activity score (negative = inhibition), % at 10 µM. actives 0.038% (n = 300,000);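 active = more than half of replicate wells score below -50%, meaning over 50% inhibition versus plate controls; inconclusive = some replicates but at most half score below -50%; inactive = no replicate scores below -50%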;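 note: 0% = median DMSO wells and -100% = median GW8510 positive control wells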
Target sequence (P49841 whole entry, looked up): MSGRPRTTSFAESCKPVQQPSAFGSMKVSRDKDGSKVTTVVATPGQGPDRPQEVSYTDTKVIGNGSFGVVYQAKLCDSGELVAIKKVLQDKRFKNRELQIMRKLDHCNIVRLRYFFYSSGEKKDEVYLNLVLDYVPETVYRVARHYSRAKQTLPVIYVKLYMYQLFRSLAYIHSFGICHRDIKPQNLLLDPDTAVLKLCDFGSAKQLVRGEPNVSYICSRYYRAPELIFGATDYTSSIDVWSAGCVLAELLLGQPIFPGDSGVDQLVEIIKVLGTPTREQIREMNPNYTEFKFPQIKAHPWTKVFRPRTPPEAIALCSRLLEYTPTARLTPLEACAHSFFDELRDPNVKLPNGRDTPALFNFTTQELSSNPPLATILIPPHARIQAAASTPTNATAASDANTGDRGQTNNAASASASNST
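Test system – GST-tagged human GSK3beta kinase, cell-free · Incubation – 60 min enzyme reaction, room temperature · Signal – ADP-Glo luminescence · Also added – peptide substrate and ATP at 25 µM · Controls – DMSO neutral wells and GW8510 at 20 µM as positive · Buffer or medium – Tris/MgCl2 kinase buffer · Measure – Luminescence-derived activity versus plate DMSO and GW8510 wells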
HSF1 inhib – HSF1 inhibition; NIH3T3-HGL HSE-luciferase, MG132-induced, luminescence 8 h; hits give low values; activity change, negative = inhibition, % at 7.5 µM (by protocol); actives 0.77% (n = 300,000);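 active = more than half of replicate wells show activity change below -50%, luminescence cut by over half; inconclusive = some wells, but at most half, below -50%; inactive = no replicate well below -50%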;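 note: luciferase reports HSF-1 transcriptional activity via heat shock element; 0% = median of DMSO wells and -100% = zero luminescence signal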
DYRK1A inh – inhibitors of rat Dyrk1A kinase | ADP-Glo luminescence, NFATc1 peptide | inhibition, % at 12.5 µM | actives 0.43% (n = 310,000) | AID 504441; in the data active = inhibition above about 50%;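 note: plate controls were vehicle with enzyme for no effect and no enzyme for full effect; many of its hits are not listed in these tables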
AI-2 QS modul – modulators of Vibrio harveyi AI-2 quorum sensing system; AID 2094; actives 0.4% (n = 300,000); activity change, % at 7.5 µM; Vibrio harveyi JMH597 AI-2 luminescence/OD600 ratio, 9 h; hits give low values; strain lacks LuxN and CqsS sensors; 0 = neutral-control median; in the data active = activity change below about -75%, passing the limit was not always enough; inconclusive = no clear call, values can overlap the other calls;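 note: luminescence divided by OD600 gain over 9 h not by final OD600 alone; inactives centre near 13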
HSF1 activator – increases HSF-1 driven luciferase reporter signal; NIH3T3-HGL HSF-1 luciferase reporter, MG132, 8 h; 100% = twice DMSO control signal; activation, % at 9 µM; actives 1.7% (n = 300,000); AID 504408;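 active = mean replicate activation of at least 50% with a set share of replicates each reaching 50%; inconclusive = only one of those two conditions met; inactive = mean below 50% and too few replicates reaching it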;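 note: 0% = median of the neutral control wells and 100% = twice that signal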
PolyA inhibitor – blocks polyadenylation in yeast reporter cells; S. cerevisiae SKY197-pL101 polyadenylation reporter, beta-gal luminescence; efflux-impaired pdr1/pdr3 knockout yeast; score 100 = 6 SD above DMSO; calls only at 12 µM; actives 0.02% (n = 300,000);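 active = lowest replicate activity score at least 50, where 100 means six control SD above control mean; inconclusive = lowest score under 50 but half or more replicates reach 50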;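 note: yeast exposed to compound for 9 h at 30 °C; higher score means more reporter readthrough which indicates perturbed polyadenylation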
HDAC3 inhib – blocks human histone deacetylase 3; AID 2718; recombinant HDAC3, fluorogenic peptide/trypsin coupled, fluorescence; actives 0.15% (n = 320,000); inhibition, % at 8.3 µM; O15379; in the data active = inhibition above about 26%, passing the limit was not always enough; inconclusive = no clear call, values can overlap the other calls
Platelet DG rel – modulates dense granule release in human platelets; human platelet-rich plasma, SFLLRN dense granule ATP release, luminescence; inhibition, %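 (compounds screened at 7.5 µM in platelet-rich plasma)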; actives 0.22% (n = 300,000); AID 1663;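 active = mean replicate score, as percent of positive control, at or above 50; inconclusive = mean below 50 but at least one replicate at or above 50; inactive = mean and every replicate below 50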
HSP90 refold inh – blocks HSP90-mediated luciferase refolding in reticulocyte lysate; inhibition, % at 5.6 µM; Rabbit reticulocyte lysate, luciferase refolding luminescence, 3 h; actives 0.91% (n = 290,000);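 active = inhibition above the screen-wide mean plus 3 SD, computed separately per campaign, cut at about 16% in these data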;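 note: 0% = DMSO wells and 100% = 60 µM geldanamycin wells; inhibitors lower the luminescence because luciferase stays unfolded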
* = called active by the depositor; i = inactive; ? = inconclusive; / = not tested or not shown. This is a subset (hit frequency here may not be typical).

SMILES	GSK3 alpha inh	GSK3B inh	HSF1 inhib	DYRK1A inh	AI-2 QS modul	HSF1 activator	PolyA inhibitor	HDAC3 inhib	Platelet DG rel	HSP90 refold inh
CCOC(=O)Cc1[nH]nc2c1C(c1cc(OC)ccc1OC)C(C#N)=C(N)O2 (centres undefined)	2	0	/	-4	14	/	i	-4	-9	3
C=CCc1ccc(OCCCOc2ccc(C)cc2OC)c(OC)c1	-2	2	2	1	-2	16	i	-9	-10	4
CC(=O)NC12CC3CC(C1)CC(C(=O)Nc1nccs1)(C3)C2	-5	0	-3	0	6	15	i	-3	10	2
CN(C)S(=O)(=O)c1ccc(C(=O)Nc2ccc(CCC(=O)N3CCCC3)cc2)cc1	/	0	4	-7	26	0	i	/	-4	-2
Cc1csc(SCC(=O)c2c(N)n(CC(C)C)c(=O)n(C)c2=O)n1	-1	4	-16	3	4	6	i	-4	-10	3
O=C(NCCC1=CCCCC1)c1ccc(Cl)c(S(=O)(=O)N2CCCCC2)c1	-2	0	3	15	29	26	i	11	-17	-1
Cc1ccc(C(=O)NN2C(=O)C3C4C=CC(C4)[C@@H]3C2=O)cc1 (some centres undefined)	-5	1	3	4	10	-3	i	-4	8	0
CCOc1ccc(NC(=O)CCNC(=O)c2ccco2)cc1	-2	0	-3	0	19	28	i	0	-3	-6
CCOc1cc2[nH]c(=S)n(Cc3ccc(C(=O)NCCOC)cc3)c(=O)c2cc1OCC	1	-3	2	/	19	8	i	1	-4	0
c1ccc(N2CCN(c3nnnn3-c3ccccc3)CC2)cc1	-3	0	12	7	-6	12	i	-8	-5	0
O=C(CN(c1cc(C(F)(F)F)ccc1Cl)S(=O)(=O)c1ccccc1)NCc1cccnc1	0	1	7	-1	29	-11	i	10	-2	-5
O=C(c1cc2ccccc2oc1=O)N(Cc1cccs1)Cc1ccccc1Cl	0	3	10	7	28	15	i	6	-2	0
O=c1[nH]c(C2CCN(S(=O)(=O)c3ccc(S(=O)(=O)NC4CC4)cc3)CC2)nc2c1nnn2Cc1cccc(F)c1	3	2	3	-1	21	12	i	0	0	9
Cc1ccc(OCC(=O)Nc2cccnc2Cl)cc1C	-2	0	-5	-2	14	0	i	9	-6	0
COc1ccc(CN2CCC(=O)N([C@H](CO)c3ccccc3)CC2)cc1OC	-3	0	0	0	8	29	i	-8	3	-2
COc1ccc(CN(C)S(=O)(=O)c2nnc(NC(=O)c3cccc(OC)c3)s2)cc1	-3	0	-5	6	2	12	i	7	5	-2
CCCCCNc1nc(NCCCO)c(C#N)c2c1CN(C)CC2	9	0	-7	9	31	-5	i	-8	-1	4
CCOc1ncccc1C(=O)N1CCCSC1=Nc1ccc(C(C)=O)cc1	-3	-1	6	-6	12	0	i	-3	3	-3
CN1C(=O)/C(=C/c2ccccc2F)Sc2ccc(C(=O)NCC3CCCO3)cc21 (centres undefined)	-7	1	-1	-2	32	12	i	-1	-5	-3
O=C(NC1CCCc2c1cnn2-c1ccc(F)cc1F)c1cnccn1 (centres undefined)	/	2	3	-2	43	1	i	0	4	-3
CCOc1ccc(/C=N\NC(=O)CC(=O)NCCc2ccccc2)cc1	-1	2	-1	-6	11	0	i	-3	-2	-3
COc1ccc(C(=O)NCCc2c[nH]c3ccccc23)cc1[N+](=O)[O-]	-1	-1	0	-1	-38	4	i	-1	-2	-2
Cc1ccc(C(OC(=O)c2ccco2)C(=O)NC2CCCCC2)cc1 (centres undefined)	0	0	-12	7	19	-2	i	2	-7	1
COc1cccc(/C=N/c2sc(Cc3ccccc3)c(C)c2C(N)=O)c1O	2	-2	10	-1	4	7	i	-8	-7	2
O=C(Oc1ccc(Br)cc1C(=S)N1CCOCC1)c1ccc([N+](=O)[O-])cc1[N+](=O)[O-]	-1	-4	-1	-5	-8	21	i	5	3	-2

Additional entries follow:
SMILES	GSK3 alpha inh	GSK3B inh	HSF1 inhib	DYRK1A inh	AI-2 QS modul	HSF1 activator	PolyA inhibitor	HDAC3 inhib	Platelet DG rel	HSP90 refold inh
O=C(NCCCN1CCOCC1)c1ccc(CS(=O)(=O)c2c(Cl)cccc2Cl)o1	-1	-3	-12	-6	11	8	i	3	0	-3
O=C(CCN1CCOCC1)N1c2ccccc2Sc2ccc(Cl)cc21	1	5	0	1	3	20	i	-2	3	-2
COc1ccc(-c2nnc(SCC3CCCO3)n2C)cc1 (centres undefined)	0	-1	-11	4	2	1	i	-13	-5	0
Cc1ccc(NC(=O)c2ccco2)cc1C	-1	0	14	6	-7	28	i	5	16	-3
COc1ccc(N2C(=O)[C@@H]3C(c4cccnc4)=NO[C@@H]3C2=O)cc1	0	3	-3	/	11	-8	i	-2	-19	4
CCCC1O[C@@H]2C[C@H]3[C@@H]4CCC5=CC(=O)C=C[C@]5(C)[C@H]4[C@@H](O)C[C@]3(C)[C@]2(C(=O)CO)O1 (some centres undefined)	0	2	-46	8	21	-52	i	2	0	2
O=C(CSc1nc(C2CC2)nc2ccccc12)Nc1cccc(O)c1	-1	-10	20	-5	-5	17	i	2	0	2
CN(Cc1ccc(F)cc1)C(=O)c1cccc(OCc2ccccc2)c1	0	1	-2	2	-8	-6	i	12	-7	3
C#CCNC(=O)C1=C[C@@H](c2ccc(C(F)(F)F)cc2)[C@H](CCCO)[C@@H](OCC)O1	0	0	18	-8	-2	42	i	1	-1	6
O=C(Nc1ccnn1C1CCN(Cc2ccccc2OC(F)F)CC1)c1cccc(F)c1	-6	-1	7	-5	16	13	i	2	12	-4
COc1ccc(CC(NC(C)=O)C(=O)NC2CCN(C(=O)c3ccc(OC)c(OC)c3)CC2)cc1OC (centres undefined)	1	-1	-42	-4	6	-56	i	-8	4	-1
Cc1cccn2c(=O)c3cc(C(=O)NCCN4CCOCC4)n(C)c3nc12	-6	2	-3	-5	26	4	i	-41	1	-4
C/C(N)=C(/C#N)C(=O)COC(=O)CCCNC(=O)c1ccc(Cl)cc1	0	-1	3	2	18	-4	i	-3	0	-3
Cc1ccc(Cn2c(CN3CCOCC3)nc3c2c(=O)[nH]c(=O)n3C)cc1	-2	2	-4	-1	24	-4	i	-7	12	6
CCn1cnc2sc(-c3ccccc3)cc2c1=O	2	2	30	9	-1	50	i	-3	25	-2
COc1ccc(N2C(S)=C(C#N)C(=O)NC2c2ccco2)cc1 (centres undefined)	13	-2	-3	6	32	-7	i	-2	-4	2
CCOC(=O)c1ccc(NC(=O)Cn2nnc(-c3ccc(F)cc3)n2)cc1	-3	-2	4	-10	3	5	i	3	0	-1
Cc1ccc(C(=O)C[n+]2cc(Br)cc(Br)c2)cc1	0	0	-6	4	15	-12	i	5	4	0
Nc1nc(Sc2ncccc2[N+](=O)[O-])n[nH]1	-1	3	-4	3	/	16	i	?	-10	2
CC(C)=CC(=O)Nc1ccccc1C(N)=O	1	0	-4	5	27	-10	i	1	2	-2
O=C(/C=C\c1cn(-c2ccccc2)nc1-c1cccs1)N1CCOCC1	0	2	-14	10	28	-29	i	-1	-1	-3
O=C(Nc1ccccc1C(=O)N1CCCCC1)c1ccc(Cl)cc1Cl	1	3	2	-2	-2	-1	i	3	-4	3
O=C(CN1CCCCC1)NC(=O)NCc1ccccc1	-3	-2	/	-2	20	/	i	3	3	-5
CC(C)(C)c1ccc(Oc2ccc(NC(=O)c3ccccc3C(=O)O)cn2)cc1	-4	2	-6	/	56	4	i	5	3	3
OC(COc1cccc(OCC(O)CN2CCCC2)c1)CN1CCCC1 (centres undefined)	5	1	-3	-2	9	-5	i	0	-1	3

Next records
SMILES	GSK3 alpha inh	GSK3B inh	HSF1 inhib	DYRK1A inh	AI-2 QS modul	HSF1 activator	PolyA inhibitor	HDAC3 inhib	Platelet DG rel	HSP90 refold inh
O=C1C2CC=CCC2C(=O)N1CC(=O)N(Cc1ccccc1)C1CCS(=O)(=O)C1 (centres undefined)	0	1	-4	2	30	-21	i	-1	-4	-3
CCC(=O)OCC(=O)Nc1cc(C)c(C)cc1[N+](=O)[O-]	3	-2	7	6	10	36	i	1	2	1
O=C1CSCN1c1ccc(Cl)c(Cl)c1	-1	2	-1	3	10	7	i	-3	3	-3
Cc1nc2c(c(=O)c3ccccc3n2C)c(=O)n1C1CCCCCC1	-3	-5	-2	/	45	-9	i	?	-15	-5
O=C(CN1CCN(S(=O)(=O)N2CCCCCC2)CC1)Nc1ccc(F)cc1	-3	2	-17	1	12	-32	i	-1	-13	-1
COCC(=O)Nc1cc(Cl)ccc1C	3	1	-13	-5	55	-4	i	2	0	3
Cc1cc(C(=O)Nc2cccc(S(=O)(=O)N3CCCCC3)c2)c2ccccc2n1	-1	3	4	/	8	19	i	0	5	0
COc1ccc2[nH]c(=O)c(CN(CCCN3CCOCC3)C(=O)NCc3ccccc3)cc2c1	-2	-7	1	5	21	-11	i	-14	-3	-1
Cc1ccc(Cl)cc1N1CCN(S(=O)(=O)c2ccc(-c3ccc(=O)[nH]n3)o2)CC1	0	1	-13	-3	30	-21	i	4	-5	4
CN(CC(O)COc1c(F)cc(Br)cc1F)C1CCCCC1 (centres undefined)	-2	-4	0	1	2	-10	i	4	-2	-1
CCCCNC(=O)CCCCn1c(=S)[nH]c2c([nH]c3ccc(OC)cc32)c1=O	-1	2	4	-2	8	10	i	2	0	0
CC(=C\c1ccccc1)/C=C1/SC(=S)N(C(C(=O)O)C(C)C)C1=O (centres undefined)	/	5	-2	-2	-22	9	i	/	0	-2
CCN(CC)CCCn1c2c(c(SCC(=O)Nc3cccc(C(C)=O)c3)nc1=O)CCC2	-1	1	-2	0	33	5	i	-1	-12	/
COc1cccc(N/C(N)=N/c2nc(CSc3ccccn3)cc(=O)[nH]2)c1	0	2	-17	/	29	-19	i	-5	0	0
COc1ccc2c(c1)CCC/C2=N/OC(=O)c1ccccc1OC	4	1	3	-1	21	16	i	8	6	3
COc1ccc(/C=N/NC(=O)Nc2cccc3nsnc23)cc1OC	-1	2	?	-4	18	-55	i	10	-11	-1
CCOC(=O)/C(C#N)=C/c1cccn1-c1ccc(Cl)cc1	2	-3	-9	/	10	-7	i	-5	-3	0
O=C(C1CCCN(S(=O)(=O)c2cccc3nonc23)C1)N1CCC(Cc2ccccc2)CC1 (centres undefined)	0	2	-1	-1	18	11	i	?	0	-1
CCOC(=O)N/N=C/c1ccc(OCCSc2ccc(Cl)cc2)c(OCC)c1	-1	4	9	-6	16	25	i	2	-35	-1
O=C(/C=C/c1ccc(F)cc1)Nc1ccc(S(=O)(=O)Nc2ncccn2)cc1	-3	0	4	1	16	-1	i	5	4	2
O=C1CC(NS(=O)(=O)c2cccs2)CN1c1cccc(F)c1 (centres undefined)	0	-1	1	-2	4	8	i	0	3	/
O=C(O)c1ccc(CSc2nnc(-c3ccco3)o2)cc1	/	0	1	5	28	-5	i	3	19	2
